From PubChem BioAssay
RGS4 inhibitor: blocks human RGS4-accelerated GTP hydrolysis; Transcreener GDP fluorescence polarization, RGS4-accelerated GTP hydrolysis; Potency, µM (doses to about 114 µM), without a hit: at the top dose activity change, negative = inhibition, actives largely listed as inhibitors; 390,000 tested, 0.039% active; note: potency is the fitted concentration of half-maximal effect; % is set by controls: 0 for no effect and ±100 for the full control effect; nearly all actives have a fitted effect of over 75% in size; some results filed as inactive show a strong effect at the top dose
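MLSMR compounds (23 nl, pin-transferred) preincubated 10 min at room temperature with a 500nM (2x) first reagent, then RGS4 at 900nM (2x) plus Transcreener GDP mix added; fluorescence polarization (620/688 nm) read before and after 90 min at 30 °C.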
Glioma ERSR ind: ER stress response induction in glioma. 420,000 tested, 0.02% active. Potency, µM, without a hit: at the top dose activation, most hits filed as activators. U87-MG GRP78 promoter luciferase reporter, 16 h. AID 602332; note: potency is the fitted concentration of half-maximal effect; series mostly up to about 76 µM; % of control where 0% means no effect; nearly all actives have a fitted effect of over 35% in size
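ERSR induction read as luciferase luminescence (Bright-Glo, 10 min at room temperature) in stably transfected human U87-MG glioma cells exposed to compounds for 16 h, using GRP78 as sensor.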
mIDH1 inhibitor: human IDH1 R132H inhibition; O75874; IDH1-R132H enzyme, NADPH consumption, diaphorase/resazurin fluorescence; 390,000 tested, 0.093% active; Potency, µM (series often up to 76.6 µM), for the others: at the top dose activity change, negative = inhibition, actives largely listed as inhibitors; note: potency is the fitted concentration of half-maximal effect; % is set by controls: 0 for no effect and ±100 for the full control effect; nearly all actives have a fitted effect of over 65% in size
Target sequence (O75874 whole entry R132H, stated change not applied): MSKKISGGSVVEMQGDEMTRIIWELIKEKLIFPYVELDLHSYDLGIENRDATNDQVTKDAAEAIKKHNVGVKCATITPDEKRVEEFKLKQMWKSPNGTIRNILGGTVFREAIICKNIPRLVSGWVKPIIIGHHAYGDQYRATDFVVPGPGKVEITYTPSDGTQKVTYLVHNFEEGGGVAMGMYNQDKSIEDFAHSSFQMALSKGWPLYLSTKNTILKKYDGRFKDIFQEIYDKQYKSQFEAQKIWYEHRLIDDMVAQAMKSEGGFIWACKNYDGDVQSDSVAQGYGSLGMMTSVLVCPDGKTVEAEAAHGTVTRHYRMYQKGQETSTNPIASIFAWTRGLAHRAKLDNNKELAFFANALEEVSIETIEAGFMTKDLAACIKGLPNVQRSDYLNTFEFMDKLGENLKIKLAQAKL
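IDH1-R132H (0.5 ug/mL dispensed) in pH 7.5 Tris buffer was preincubated 30 min with compound, then given a substrate mix of 0.016 mM NADPH and 2 mM alpha-KG for 80 min at room temperature; remaining NADPH was read by diaphorase/resazurin fluorescence.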
USP1-UAF1 inh: USP1/UAF1 (human) deubiquitinase inhibition; 390,000 tested, 0.23% active; O94782; Potency, µM (top dose mostly 57.1 µM), for the others: at the top dose activity change, negative = inhibition, hits mostly inhibitors; recombinant USP1/UAF1, Ub-Rhodamine cleavage fluorescence; AID 743255; note: potency is the fitted concentration of half-maximal effect; % is set by controls: 0 for no effect and ±100 for the full control effect; nearly all actives have a fitted effect of over 60% in size; inactives centre near -12
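In this screen, compounds sit with the deubiquitinase complex (1nM) for 15 min at room temperature before Ub-Rho is added at 150nM final. Fluorescence rise is then followed for 6 reads every 60 seconds.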
Vif-APOBEC3G blk: blocks the Vif interaction with human APOBEC3G. AID 602310. Potency, µM (highest dose often 46.1 µM), for inactives: at the highest dose activity, negative = active, hits mostly inhibitors. HeLa A3G-eYFP + Vif (tagged APOBEC3G with the HIV-1 protein that degrades it), YFP fluorescence, overnight. 410,000 tested, 0.076% active;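 note: potency is the fitted concentration of half-maximal effect; % is set by controls: 0 for no effect and ±100 for the full control effect; nearly all actives have a fitted effect of over 60% in size; hits raise eYFP signal because A3G escapes Vif-driven loss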
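Read-out is eYFP fluorescence (Ex 488/Em 500-530) from Vif-expressing HeLa A3G-eYFP cells; more signal means A3G escaped Vif-mediated degradation. Cells plated overnight, compound pinned in, incubated overnight at 37 deg C.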
Vif-A3F inh: Vif-A3F binding inhibition. HeLa A3F-eYFP + Vif (tagged APOBEC3F with the HIV-1 protein that degrades it), YFP fluorescence increase. Potency, µM (doses to about 46.1 µM), without a hit: at the top dose activity, negative = active. 390,000 tested, 0.2% active. AID 602313; note: potency is the fitted concentration of half-maximal effect; % of control where 0% means no effect; nearly all actives have a fitted effect of over 65% in size
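Fluorescence increase (Ex 488/Em 500-530) after overnight compound treatment at 37 deg C flags inhibition of Vif-driven A3F-eYFP loss in stable HeLa A3F-eYFP/Vif cells seeded overnight beforehand.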
rTrxR1 inhibitor: inhibitors of rat thioredoxin reductase 1; AID 588453; Potency, µM (top dose mostly 114 µM), without a hit: at the highest dose activity change, negative = inhibition, most hits filed as inhibitors; recombinant rTrxR1, NADPH fluorescence consumption, selenite substrate; O89049; 390,000 tested, 1% active; note: potency is the fitted concentration of half-maximal effect; % is set by controls: 0 for no effect and ±100 for the full control effect; nearly all actives have a fitted effect of over 65% in size
Target sequence (O89049 whole entry, looked up): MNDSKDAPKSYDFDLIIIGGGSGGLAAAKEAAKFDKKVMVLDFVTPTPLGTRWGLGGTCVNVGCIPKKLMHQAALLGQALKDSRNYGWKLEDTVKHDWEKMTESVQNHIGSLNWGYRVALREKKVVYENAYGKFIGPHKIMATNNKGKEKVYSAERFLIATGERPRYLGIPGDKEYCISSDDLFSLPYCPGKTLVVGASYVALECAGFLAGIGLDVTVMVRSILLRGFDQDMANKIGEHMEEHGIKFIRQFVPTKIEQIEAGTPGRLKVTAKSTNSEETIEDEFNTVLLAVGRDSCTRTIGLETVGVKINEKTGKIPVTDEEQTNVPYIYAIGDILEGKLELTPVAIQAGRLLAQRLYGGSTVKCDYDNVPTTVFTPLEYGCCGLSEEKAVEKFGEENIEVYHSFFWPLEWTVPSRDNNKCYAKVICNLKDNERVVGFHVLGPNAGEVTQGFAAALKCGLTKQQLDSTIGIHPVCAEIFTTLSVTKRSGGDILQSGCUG
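Rat TrxR1 (90 nM in the dispensed reagent) was pre-reduced with 400 uM NADPH for 5 min at room temperature, then incubated with compound for 15 min. After 400 uM selenite was added, NADPH fluorescence (Ex 340/Em 450 nm) was followed for 8 min.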
TrxR1 substrate: substrates of rat thioredoxin reductase 1; O89049; 390,000 tested, 0.01% active; Potency, µM (doses to about 114 µM), for inactives: top-dose activity change, negative = substrate turnover; purified TrxR1 substrate turnover, NADPH consumption readout; note: potency is the fitted concentration of half-maximal effect; % is set by controls: 0 for no effect and ±100 for the full control effect; nearly all actives have a fitted effect of over 50% in size
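Rat TrxR1, dispensed at 90 nM, was prereduced with 400 uM NADPH (final) for 5 min at ~22 deg C, then incubated with compound 15 min before 400 uM selenite. A first-read NADPH fluorescence drop versus no-compound background flagged substrates.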
LDHA inh: inhibitors of human lactate dehydrogenase A. purified LDHA, NADH/diaphorase-resazurin fluorescence; stronger effect = lower value. 480,000 tested, 0.15% active. activity change, % (values are at about 110 or 230 µM); in the data active = activity change below about -30%; inconclusive = mostly about -25% to -30%;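 note: plate controls were DMSO wells for no effect and wells without enzyme for full effect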
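Human LDH5 (2 nM) was incubated with 0.06 mM NADH and 0.2 mM pyruvate for 5 min at room temperature in Tris pH 7.4. Remaining NADH was coupled through diaphorase/resazurin, and resorufin fluorescence was read at 0 and 20 min.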
Active calls of the source: *; ? = inconclusive; · = no result given; & = joins results of further samples; [ ] = another dose, or the depositor's remark. Unless noted, calls come from the whole dose curve; as a rule, active = well fitted curve in the direction sought with a large enough effect; inconclusive = small, poorly fitted or top-dose-only effect, or another doubt; inactive = no such curve, though single readings can be large; an effect the other way counts as inactive or inconclusive.

SMILES	RGS4 inhibitor	Glioma ERSR ind	mIDH1 inhibitor	USP1-UAF1 inh	Vif-APOBEC3G blk	Vif-A3F inh	rTrxR1 inhibitor	TrxR1 substrate	LDHA inh
CC1(C)Oc2ccc(C(=O)NC3CCCCC3)cc2N(CC#N)C1=O	-5%	-5%	-9%	-11%	-4%	5%	14%	-2%	-9
Cc1oc(-c2ccccc2Cl)nc1CS(=O)(=O)CC(=O)NCc1ccc(F)cc1	-10%	-3%	10%	-26%	-1%	3%	?	1%	5
O=C(COC(=O)CSCc1ccccc1)NCc1ccccc1	-10%	-4%	4%	-17%	1%	-10%	17%[11.4 µM]	7%[11.4 µM]	-4
COc1ccc(CNC(=O)C[C@H]2C(=O)N(CCc3ccccc3)C[C@@H]2Cc2ccccc2)cc1	27%	-7%&-6%	9%	12%	-4%&-12%	-8%	-2%&4%	-12%&-8%	-3
Cc1ccc(-c2nc3sc(C(N)=O)c(N)c3c3c2CCCC3)cc1	-53%	-1%	?	-21%	-6%	0%	-8%	19%	-2
O=S(=O)(CC(CN1CCCCC1)N1CCCCC1)c1ccccc1 (stereo not drawn)	-5%	-13%	-1%	-11%	-22%	0%	?	-2%	-3
COc1ccccc1C(=O)Nc1ccc2nc3n(c(=O)c2c1)CCCC3	-6%	5%	1%	-11%	-28%	0%	2%	2%	-2
Cc1ccc(C2CC2C(=O)NN)cc1 (stereo not drawn)	17%	-4%	-3%	1%	-2%	1%	19%	9%	-4
CCc1ccc(NC(=O)C2CCN(S(=O)(=O)c3ccc4c(c3)N(C(C)=O)CCO4)CC2)cc1	-4%	-1%	-5%	-13%	3%	9%	37%	-1%	-9
Cc1cc(C)n2nc(-c3sccc3-n3cccc3)cc2n1	-29%	2%	0%	?	0%	5%	9%[57.1 µM]	9%[57.1 µM]	-5
CCOc1ccc(CCNC(=O)Cn2nnc(-c3ccccc3Cl)n2)cc1OCC	19%	-1%	28%	-27%	0%	1%	3%	-5%	-14
CN1C(C(=O)Nc2ccc(F)cc2F)=CC(c2ccco2)=NS1(=O)=O	-12%&-7%	-2%&0%	-3%&10%	-3%&5%	0%&-3%	-4%&-1%	9%[57.1 µM]	-5%[57.1 µM]	-2&0
CCOC(=O)c1c(C)n(-c2ccccc2)c2ccc(OC(=O)c3cccc(Cl)c3)cc12	-8%	-1%	0%	?	-1%	2%	11%	-1%	-5
COc1ccc(N2CC(NC(=O)N3CCN(c4ccccc4)CC3)CC2=O)cc1 (stereo not drawn)	12%	-1%	4%	-4%	1%	-4%	18%	7%	-16
Cn1c(O)c(C=NCCCCCC(=O)O)c(=O)n(C)c1=O	4%	-2%	0%	-11%	-1%	-1%	-20%	-15%	-13
Cc1ccc(SCCC(=O)OC(C(=O)NC(N)=O)C(C)C)cc1 (stereo not drawn)	?	-2%	0%	0%	-6%	3%	6%[57.1 µM]	-4%	-13
Oc1ccc(C2C(c3ccccc3)=NN=C(c3ccccc3F)N2O)c(O)c1 (stereo not drawn)	4%	4%	3%	-10%	1%	-2%	-18%	-3%	-1
CCOc1ccc(CNC(=O)c2ccc3nc(CC)c(CC)nc3c2)cc1	-1%	-1%	11%	-13%	-2%	2%	-22%[57.1 µM]	-12%[57.1 µM]	3
C=CC[C@@H](CC(=O)N(CCO)Cc1ccccc1)C(=O)N[C@H](COC(=O)[C@H](CC=C)CC(=O)OC(C)(C)C)Cc1c[nH]c2ccccc12	-6%	1%	15%	?	-3%	-2%	1%	-15%	6
O=C1NCCN1C(=O)C12CC3CC(CC(C3)C1)C2	12%	-8%	5%	-1%	3%	3%	-20%	-15%	-4

Part of the list above in order of SMILES length, descending:
SMILES	RGS4 inhibitor	Glioma ERSR ind	mIDH1 inhibitor	USP1-UAF1 inh	Vif-APOBEC3G blk	Vif-A3F inh	rTrxR1 inhibitor	TrxR1 substrate	LDHA inh
CCOC(=O)c1c(C)n(-c2ccccc2)c2ccc(OC(=O)c3cccc(Cl)c3)cc12	-8%	-1%	0%	?	-1%	2%	11%	-1%	-5
Cc1ccc(SCCC(=O)OC(C(=O)NC(N)=O)C(C)C)cc1 (stereo not drawn)	?	-2%	0%	0%	-6%	3%	6%[57.1 µM]	-4%	-13
O=C(COC(=O)CSCc1ccccc1)NCc1ccccc1	-10%	-4%	4%	-17%	1%	-10%	17%[11.4 µM]	7%[11.4 µM]	-4

Further compounds follow:
SMILES	RGS4 inhibitor	Glioma ERSR ind	mIDH1 inhibitor	USP1-UAF1 inh	Vif-APOBEC3G blk	Vif-A3F inh	rTrxR1 inhibitor	TrxR1 substrate	LDHA inh
Cc1ccccc1Nc1c(-c2ccc(Cl)s2)nc2cccc(C)n12	3%	-3%	-4%	-10%	-5%	-9%	10%	11%	-4
CCCCOc1ccc(/C=N/NC(=S)Nc2cc(C)ccc2C)cc1	8%	-1%	-5%	-13%	-1%	-14%	-14%	-7%	0
CC(C)N(C(=O)CSc1nnc(CN2CCCCCC2=O)n1-c1ccccn1)C(C)C	-18%	-4%	2%	-17%	0%	-1%	-5%	0%	-4
COc1ccc(OC)c(CCNc2ncnc3onc(C)c23)c1	-15%	-3%	-1%	-5%	4%	0%	10%	4%	-5
CN(C(=O)c1cccc(OC2CCN(S(=O)(=O)N(C)C)CC2)c1)C1CCOC1 (stereo not drawn)	17%	6%	-5%	-6%	4%	-2%	-2%	1%	0
O=C(COC(=O)Cn1cnc2ccccc21)Nc1cccc(S(=O)(=O)N2CCOCC2)c1	-16%	-7%	2%	-22%	-2%	-8%	17%	7%[57.1 µM]	-3
O=C(Nc1ccc(N2CCN(c3ccc(O)cc3)CC2)cc1)Oc1ccccc1	-7%	-1%	1%	-14%	-16%	2%	5%[57.1 µM]	10%[57.1 µM]	10
CC1(C2CCC3(C)OC3C2)CO1 (stereo not drawn)	-15%	-2%	-8%	-15%	-2%	2%	?	2%	5
CN(C)C(=O)c1nc(C#N)c(N(C)C)o1	10%	-3%	0%	?	0%	-1%	2%	2%	-17
COc1ccc(NC(C)=O)cc1S(=O)(=O)Nc1ccc(S(=O)(=O)N2CCCCC2)cc1	8%	-4%	5%	-11%	-3%	-2%	22%[57.1 µM]	13%[57.1 µM]	-5
O=C(COC(=O)c1ccccc1[N+](=O)[O-])NCCCc1ccccc1	15%	-1%	4%	-4%	2%	0%	8%	-2%	0
Cc1cc(C)c2nccc(C)c2c1	·	-4%	·	·	4%	·	0%	0%	·
COC(=O)c1sccc1NC(=O)c1cc(OC)cc(OC)c1	-11%	-5%	4%	-17%	-2%	0%	-9%	0%	-4
O=C(Cn1nc(N2CCN(c3ccccc3)CC2)ccc1=O)NCc1ccccc1F	-26%	-5%	36%[activator]	-11%	-1%	-4%	17%[57.1 µM]	7%[57.1 µM]	3
CCCn1cnc2c(SCc3ccccc3Cl)nc(N)nc21	19%	5%	3%	-22%	1%	-16%	-8%	-1%	-3
O=[N+]([O-])c1ccc(S(=O)(=O)c2cccc(C(F)(F)F)c2)nc1	?	-14%	16%	-17%	?	3%	?	-28%	1
Cc1nc2ccccc2c(=O)n1NC(=O)c1ccccc1Br	-3%	2%	-1%	-1%	3%	?	-5%[57.1 µM]	6%[57.1 µM]	-1
ClC(CCN1CCN(Cc2ccccc2)CC1)c1ccccc1 (stereo not drawn)	-3%	-2%	3%	-9%	1%	3%	?	8%[57.1 µM]	-1
CC1CC(C)CN(C(=O)c2ccc3ccccc3c2)C1 (stereo not drawn)	20%	-2%	1%	3%	-2%	2%	-11%	-7%	-9
CC[C@]1(C(=O)OC)[C@H]2C(=O)N(Cc3ccccc3)C(=O)[C@H]2[C@H]2CN=C(SCc3ccc(C)cc3)N21	3%	5%	-6%	-20%	3%	6%	22%	-7%	3
COc1ccc2nc(NC(=O)CSC(C)C(=O)Nc3cc(C)on3)sc2c1 (stereo not drawn)	-17%	2%	7%	-8%	0%	2%	-4%	1%	4
CCS(=O)(=O)Nc1ccc(C2=NN(C(=O)c3ccco3)C(c3ccco3)C2)cc1 (stereo not drawn)	-7%	-5%	4%	-11%	?	-4%	-28%	-14%	-4
O=C(NCC1CCCO1)C(Cc1ccccc1)N1C(=O)C2C3C=CC(C4CC34)C2C1=O (stereo not drawn)	?	0%	-6%	-15%	2%	10%	23%[57.1 µM]	3%[57.1 µM]	-4
CC(C)Cn1c(N)c(C(=O)COC(=O)C2CCCCC2)c(=O)n(C)c1=O	-57%[56.9 µM]	-9%	4%	-24%	1%	-27%	6%	-1%	3
Cc1sc(NC(=S)NC(=O)c2ccco2)c(C#N)c1C	-40%	?	-5%	-20%	-7%	-5%	?	2%	-2
Cc1cccn2c(=O)c3cc(C(=O)NCc4cccnc4)c(=N)n(CCCO)c3nc12	-1%	-2%	6%	-3%	3%	0%	114%[activator]	601%[activator]	-5
COc1ccc(C2CC(c3ccccc3)Nc3nc(NC(=O)c4ccco4)nn32)cc1 (stereo not drawn)	-23%	-7%	0%	-19%	-7%	4%	3%	7%	1
CC(C)c1ccc(NC(=O)C2CCN(C(=O)[C@@H]3Cc4ccccc4CN3)CC2)cc1	14%	2%	-6%	-10%	1%	-17%	5%	-7%	1

A portion of the library; count on the stated rates, not on these rows.
